SUMO HTRF inh – SUMOylation inhibition | P63279 | HTRF SUMOylation assay, SAE1/SAE2 + UBC9, in vitro | inhibition, % at 35 µM | actives 0.36% (n = 290,000) | AID 2006; in the data active = inhibition above about 50%, passing the limit was not always enough; also: strong numbers were not always called active
PfM18AAP inh – PfM18AAP enzyme inhibition; actives 1.2% (n = 290,000); AID 1822; recombinant PfM18AAP, H-Glu-NHMec fluorogenic cleavage; inhibition, % at 7.35 µM;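 active = inhibition above the campaign mean inhibition over all tested compounds plus 3 SD, cut at about 28% in these data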;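 also: 0% = plate median of test compound wells and 100% = 2 mM ZnCl2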
p-CIP stab down – compounds decreasing mouse p/CIP protein stability; F442A p/CIP-EGFP cells, EGFP fluorescence, 16 h; Q05BA5; actives 0.01% (n = 290,000); decrease of EGFP signal, % at 10 µM;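 active = EGFP signal decrease of at least 30% at 10 µM or well 3 SD below plate mean, unless failing retest; inactive = the rest, including hits failing retest or dose response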; also: some compounds called inactive have numbers as strong as hits; many of its hits are not listed in these tables
Target sequence (Q05BA5 1-1403): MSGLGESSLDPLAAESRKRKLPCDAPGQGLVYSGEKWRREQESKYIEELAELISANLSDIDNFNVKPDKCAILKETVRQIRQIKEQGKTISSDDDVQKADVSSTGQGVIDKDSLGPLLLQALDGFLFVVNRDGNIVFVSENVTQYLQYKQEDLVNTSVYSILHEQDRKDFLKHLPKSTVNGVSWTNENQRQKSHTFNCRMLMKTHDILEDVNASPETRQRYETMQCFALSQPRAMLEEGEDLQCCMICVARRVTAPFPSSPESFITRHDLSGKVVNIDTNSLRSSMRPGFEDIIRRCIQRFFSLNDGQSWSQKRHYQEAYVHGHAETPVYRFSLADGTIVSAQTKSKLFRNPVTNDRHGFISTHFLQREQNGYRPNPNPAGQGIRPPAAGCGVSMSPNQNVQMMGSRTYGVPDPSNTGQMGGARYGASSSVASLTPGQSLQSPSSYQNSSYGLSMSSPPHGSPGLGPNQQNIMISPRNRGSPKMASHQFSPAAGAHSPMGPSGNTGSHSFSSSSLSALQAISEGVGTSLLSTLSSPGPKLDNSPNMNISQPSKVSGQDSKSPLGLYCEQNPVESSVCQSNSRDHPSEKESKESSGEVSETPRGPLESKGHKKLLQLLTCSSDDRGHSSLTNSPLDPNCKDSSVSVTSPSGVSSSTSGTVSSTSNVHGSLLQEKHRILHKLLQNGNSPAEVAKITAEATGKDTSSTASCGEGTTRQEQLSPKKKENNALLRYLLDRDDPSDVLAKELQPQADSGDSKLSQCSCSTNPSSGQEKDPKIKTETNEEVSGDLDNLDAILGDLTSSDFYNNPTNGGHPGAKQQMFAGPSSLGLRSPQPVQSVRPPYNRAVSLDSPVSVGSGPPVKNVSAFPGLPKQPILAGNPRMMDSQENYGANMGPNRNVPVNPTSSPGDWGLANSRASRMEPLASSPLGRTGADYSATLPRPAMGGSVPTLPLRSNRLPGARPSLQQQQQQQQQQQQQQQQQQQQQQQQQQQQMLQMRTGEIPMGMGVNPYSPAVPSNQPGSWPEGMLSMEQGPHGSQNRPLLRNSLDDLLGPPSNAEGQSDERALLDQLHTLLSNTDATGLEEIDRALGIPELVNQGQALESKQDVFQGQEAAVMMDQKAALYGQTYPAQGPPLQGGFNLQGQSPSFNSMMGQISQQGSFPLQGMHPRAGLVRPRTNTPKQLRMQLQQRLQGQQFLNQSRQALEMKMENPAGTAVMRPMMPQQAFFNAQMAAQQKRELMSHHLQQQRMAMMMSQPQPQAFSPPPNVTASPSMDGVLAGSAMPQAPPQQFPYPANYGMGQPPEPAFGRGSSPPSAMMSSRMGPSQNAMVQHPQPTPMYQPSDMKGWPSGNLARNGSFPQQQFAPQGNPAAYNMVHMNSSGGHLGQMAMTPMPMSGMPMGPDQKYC
MEKK2 WT-MEK5 – raises or lowers MEK5 binding to wildtype human MEKK2 PB1 domain | AID 1531 | actives 1.1% (n = 290,000) | Q9Y2U5 | bead flow cytometry, Alexa488-MEK5 binding to MEKK2 WT; actives lie on both sides | binding response (% of control), % at 10 µM; in the data active = binding response below about 67% or above about 130%
IDE cell activ – IDE (human) activation, cell-based | activation, % at 5.96 µM | AID 493087 | HEK cells, FAbeta-B cleavage, fluorescence polarization; 0% vehicle, 100% cell-free pure enzyme wells | actives 0.073% (n = 340,000) | P14735;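 active = activation above the mean of all tested compounds plus 3 SD, set per screening campaign, cut at about 17% in these data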
IDE cell inh – inhibitors of human insulin-degrading enzyme in cells; HEK cells, FAbetaB cleavage, fluorescence polarization; inhibition, % at 5.59 µM; actives 0.41% (n = 320,000);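 active = percent inhibition above the average of all tested compounds plus 3 SD, set per screening campaign, cut at about 16% in these data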;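 also: IDE supplied by intact live HEK cells; FP after avidin binding of uncleaved biotin substrate so inhibition keeps polarization high; 0% = DMSO wells and 100% = 60 µM reference IDE inhibitor Ii1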
MEKK3 PB1 HTS – raises or lowers MEK5 binding to the human MEKK3 PB1 domain; Q99759; bead-based flow cytometry, Alexa488-MEK5 binding to MEKK3; actives lie on both sides; 0 = blocked by unlabeled MEK5, 100 = vehicle; binding response (% of control), % at 10 µM; actives 1.4% (n = 290,000); AID 1529;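 active = binding response more than 3 SD above or below the average of its plate-row segment, actives on both sides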;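 also: Alexa488 bead fluorescence after subtracting the streptavidin-only scavenger bead signal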
MEKK2mut PB1 HTS – signal of MEK5 binding to mutant human MEKK2 PB1 domain. bead flow cytometry, Alexa488-MEK5 binding to MEKK2 mutant. percent response, % at 10 µM. actives 0.35% (n = 290,000). AID 1530; in the data active = percent response above about 24%, passing the limit was not always enough; also: inactives centre near 1; some results filed as inactive read as strong as hits; reference of the scale not given here
NALP1 inh – inhibitors of NALP1 inflammasome in yeast. S. cerevisiae NALP1/ASC/caspase-1 growth, X-gal OD620, 72 h. inhibition, % at 10 µM. actives 0.61% (n = 280,000). AID 2071; in the data active = inhibition mostly above about 24%, no sharp cut-off; inactive = mostly below about 32%; also: some compounds called inactive have numbers as strong as hits
* marks the source's active call; other numbers are inactive results; · = no result given.

SMILES	SUMO HTRF inh	PfM18AAP inh	p-CIP stab down	MEKK2 WT-MEK5	IDE cell activ	IDE cell inh	MEKK3 PB1 HTS	MEKK2mut PB1 HTS	NALP1 inh
CS(=O)(=O)N(CC(=O)Nc1ccc(S(=O)(=O)N2CCOCC2)cc1)c1ccccc1Br	-18	1	14	97	0	6	91	-1	-5
Cc1c(C(=O)NCCc2ccccc2)oc2ccccc12	-6	5	-1	100	6	-4	102	-1	3
Cn1ccc2c([N+](=O)[O-])cccc2c1=O	28	-5	-4	96	2	3	98	-9	-1
O=C(Cc1ccc(-c2ccccc2)cc1)NNC(=S)NCc1ccco1	5	0	-10	102	4	4	100	4	25
CC(=O)c1cccc(NC(=O)CN2CCN(Cc3ccccc3)CC2)c1	13	-6	-5	111	4	·	113	15	16
Cc1oc2c(Cl)c(Cl)c(O)c(CN(C)C)c2c1C(=O)c1ccc(Cl)cc1	-5	19	-3	109	4	·	104	6	-5
C=CCN1C(=O)/C(=C2/C(=O)N(CC(=O)O)c3ccccc32)S/C1=N/c1nccs1	-58	-11	0	·	·	·	·	·	5
O=C(CN1CCC(C(=O)c2ccc3c(c2)OCCO3)CC1)Nc1ccccc1F	-13	5	0	95	-4	-5	98	-7	22
CC(C)c1ccc(-c2cc(C(=O)N3N=C(C(F)F)CC3(O)C(F)F)c3ccccc3n2)cc1 (stereo not given)	0	-8	4	123	2	-5	111	7	13
Cn1ncc(Br)c1C(=O)NC1CCCCCC1	2	0	-1	102	3	·	99	0	1
Cc1nc(C)c(C(=O)Nc2ccc(C)c(F)c2)o1	-3	13	7	102	-6	-3	101	9	·
COC(=O)/C(C#N)=C/c1ccc(N2CCOCC2)c([N+](=O)[O-])c1	12	1	9	91	4	7	96	-7	13
C=CCn1c(SCC(=O)NCCc2ccccc2)nnc1C(C)NC(=O)c1cccs1 (stereo not given)	-6	-4	1	103	-4	-1	83	1	6
CCOC(=O)C1CCN(c2c(NCCCN(CC)c3ccccc3)c(=O)c2=O)CC1	-14	0	-15	108	-4	3	105	5	·
COc1ccc(Cc2c(O)nc(SC)n(C(C)=O)c2=O)cc1	11	-12	-2	99	-2	3	98	2	12
C/C(=N\O)c1cc(Cl)cc(Cl)c1O	11	4	-2	104	4	6	101	4	0
COc1ccc(Cn2nnnc2CN2CCC(O)(c3ccccc3F)CC2)cc1	-6	-2	-12	95	8	-9	100	2	12
O=[N+]([O-])c1ccc(CN2CCCCCC2)s1	15	-6	-15	109	1	-5	101	16	37
CCn1c(CN2C(=O)CSc3ccccc32)n[nH]c1=S	4	17	-11	104	2	4	107	7	-6
CCN(CC)C(=O)c1cc2c(=O)n3ccccc3nc2s1	35	0	-10	103	-6	1	100	9	5
CC(=O)c1cccc(NC(=O)Cn2cc3c(n2)CCCC3)c1	26	5	-20	102	1	2	103	2	13
Cc1cc(=O)n(C(C)(C)C)c(=O)n1Cc1ccccc1	0	-2	10	106	-2	8	105	4	-2
CC(=O)N(C)c1ccc(NC(=O)c2ccc([N+](=O)[O-])cc2Cl)cc1	1	-12	-12	107	1	-2	102	1	30
COc1ccc2nc(SCc3cnc(C)nc3N)[nH]c2c1	15	-6	-14	93	3	-1	93	-7	11
NC(=O)c1cc(S(=O)(=O)NCCCc2ccco2)cs1	3	0	-5	103	5	7	101	4	5
Cc1cccn2c(=O)c3cc(C(=O)N4CCN(C(=O)c5ccco5)CC4)n(C)c3nc12	25	7	-16	·	0	7	·	·	2
CC(C)n1nnnc1SCC(=O)NC1CCCC1	-3	0	14	94	5	5	96	-9	1
CN1CCN(C(=O)c2ccc(F)c(F)c2)CC1	-2	-5	-8	99	0	5	101	8	-10
Cn1cc(/C=N/NC(=O)c2ccc(C#N)cc2F)c2ccccc21	20	-1	-12	100	-1	5	100	0	4
N#Cc1ccccc1S(=O)(=O)N1CCN(C(=O)c2cc(-c3ccccc3)nn2-c2ccccc2)CC1	-30	4	8	101	1	2	101	3	3

Retrieved by structure from above, two records:
SMILES	SUMO HTRF inh	PfM18AAP inh	p-CIP stab down	MEKK2 WT-MEK5	IDE cell activ	IDE cell inh	MEKK3 PB1 HTS	MEKK2mut PB1 HTS	NALP1 inh
CN1CCN(C(=O)c2ccc(F)c(F)c2)CC1	-2	-5	-8	99	0	5	101	8	-10
CC(C)n1nnnc1SCC(=O)NC1CCCC1	-3	0	14	94	5	5	96	-9	1

(further entries)
SMILES	SUMO HTRF inh	PfM18AAP inh	p-CIP stab down	MEKK2 WT-MEK5	IDE cell activ	IDE cell inh	MEKK3 PB1 HTS	MEKK2mut PB1 HTS	NALP1 inh
COC(=O)CCC(=O)NS(=O)(=O)c1ccc(N=NN2CCOCC2)cc1	16	-3	-12	86	-3	13	80	-11	3
Cc1cc(=O)[nH]c(SCc2nnc(-c3ccccc3)o2)n1	10	-9	7	110	0	2	100	0	-2
CC1(C)CC(=O)C(C(=S)Nc2ccccc2)=C(NCCN2CCOCC2)C1	14	0	-4	101	1	4	104	-1	12
COC(=O)CSc1nc(-c2ccccc2)nc2ccccc12	-5	1	12	100	-3	-1	103	0	2
O=C(c1cc(-c2ccccc2O)on1)N1CCOCC1	6	0	-14	107	2	-4	105	4	12
Cc1ccc(C)c(S(=O)(=O)N2C(=S)NC(=O)C2C(C)C)c1 (stereo not given)	-8	16	-6	96	2	5	101	11	-10
O=C(Nc1ccc2c(c1)OCO2)c1ccc(Br)o1	-8	0	13	93	1	4	96	-1	8
O=C(NCc1ccccc1)c1ccc(S(=O)(=O)C(F)F)cc1	12	-9	4	107	2	6	101	8	32
CC(C)(C)C1CCc2onc(C(=O)O)c2C1 (stereo not given)	13	-1	-6	92	-2	5	96	-1	-6
CC1CCC(NC(=O)C(NC(=O)c2ccccc2)C(C)C)CC1 (stereo not given)	-66	1	-16	103	6	-4	103	5	0
CCc1ccccc1NC(=O)Nc1ccc(F)cc1F	2	0	-6	99	3	6	99	-2	-4
Cc1c(Cl)cccc1NC(=S)N(CCCN1CCOCC1)Cc1cccs1	5	2	-9	107	6	-4	103	-1	24
Cc1cc(Nc2ccc(F)cc2Cl)n2ncnc2n1	5	0	-7	102	0	6	105	2	20
Cc1ccc(NC(=O)c2ccc3c(c2)N(CC(=O)N2CCCCC2)C(=O)C(C)(C)O3)cc1	16	-10	-18	99	2	1	101	-3	3
O=c1[nH]c2ccc(S(=O)(=O)Nc3ccc(-c4nnc5n4CCCCC5)cc3)cc2o1	20	7	-14	104	-4	0	101	3	-8
COCCCNC(=O)Cn1nnc(-c2ccc(NC(=O)c3ccccc3F)cc2)n1	2	-1	8	103	0	0	103	5	-2
CCOC(=O)N1CCN(S(=O)(=O)c2ccc(C(=O)Nc3sc4c(c3C#N)CC(C)(C)NC4(C)C)cc2)CC1	8	-6	-6	109	5	-2	103	2	2
COc1ccc(S(=O)(=O)Nc2cccc(N(C)S(C)(=O)=O)c2)cc1C	10	-10	-8	90	2	4	97	11	17
Nc1cccc2c1C(=O)N(CC(=O)NC13CC4CC(CC(C4)C1)C3)C2=O	33	4	-9	98	-2	3	107	-4	8
CCC(=O)N(Cc1cc2ccc(C)cc2n2nnnc12)C1CCCCC1	-3	-3	-2	101	2	8	97	-3	6
C#CCNC(=O)C1=C[C@H](c2ccc3c(c2)OCO3)[C@@H](CCCO)[C@H](OCC)O1	2	14	-4	103	-1	-9	106	8	-1
COC(OC)c1ccnc(-c2ccc(OC(=O)c3cccs3)cc2)n1	-12	-2	2	97	-1	-1	105	-2	4
O=C(COc1ccc(/C=N/NS(=O)(=O)c2ccccc2)cc1)NCCc1ccccc1	16	-1	-14	102	-4	4	99	12	20
CCOc1cc(C(=O)Nn2cnnc2)cc(OCC)c1OCC	2	35*	-16	107	7	2	109	0	-5
O=S(=O)(c1ccccc1)c1ccc(N2CCCCCC2)cc1	8	2	-4	102	8	6	100	6	12
O=C(NC(Cc1c[nH]c2ccccc12)C(=O)OCC(=O)c1cccc2ccccc12)c1cccs1 (stereo not given)	-29	-2	-5	115	-4	8	102	12	9
CCCCCC(=O)N(Cc1ccccc1)c1c(N)n(CCOC)c(=O)[nH]c1=O	15	-16	-14	111	4	1	107	8	0
O=C1NCCCc2c1oc1ccc(O)cc21	12	27	20	96	-2	-2	100	-3	4
COc1cc(C2NC(=O)NC(O)(C(F)(F)F)C2C(=O)c2ccc(Cl)cc2)ccc1O (stereo not given)	3	4	-12	97	7	5	91	-3	-10
CC1CN(C2=NC(=O)/C(=C/c3ccncc3)S2)CC(C)O1 (stereo not given)	7	-1	-4	104	6	-1	97	1	·
Cc1ccc(NC(=S)N(CCCN2CCC(C)CC2)Cc2ccco2)cc1	6	8	8	107	3	3	103	-2	-2
O=C(NCc1cccnc1)C12CC3CC(CC(Cl)(C3)C1)C2	-6	11	-7	97	-8	8	97	9	-3
CCC1CCCCN1C(=O)NC(=O)c1ccccc1 (stereo not given)	6	-9	25	107	-2	4	106	13	12
COCCn1c(N/N=C(C)/C=C/c2ccccc2)nc2c1c(=O)[nH]c(=O)n2C	14	4	-8	100	·	2	107	-6	16
N#Cc1ccccc1OCC(=O)N1CCN(C(=O)c2ccco2)CC1	7	-5	-2	107	7	-4	102	4	-1
O=c1[nH]c(SCc2ccccc2)nc2ccsc12	3	-11	-5	98	4	1	105	-5	-12
COc1ccc2cc(C(c3nnnn3C3CCCC3)N3CCc4ccccc4C3)c(=O)[nH]c2c1 (stereo not given)	33	17	-9	95	3	7	99	-2	5
CCC(C)(C)n1nnnc1C(c1ccc(OC)c(OC)c1)N1CCN(C(=O)c2ccco2)CC1 (stereo not given)	-4	4	-1	101	-2	2	102	-1	10
CCOC(=O)c1sc(NC(=O)c2ccccc2C(=O)O)c(C(=O)OCC)c1C	17	1	-8	103	7	8	101	1	2
CC(C)C(NC(=O)C1CCC(C(C)(C)C)CC1)C(=O)NCCc1ccc(S(N)(=O)=O)cc1 (stereo not given)	9	-11	4	102	3	-5	104	-1	14
O=C(COC(=O)COc1ccccc1[N+](=O)[O-])Nc1ccc(S(=O)(=O)N2CCCCC2)cc1	-1	22	-5	99	7	-2	98	-2	14
Clc1cccc(-c2ccc(/C=N/n3cnnc3)o2)c1Cl	31	5	0	96	-3	-5	90	-1	2
COc1cc(OC)cc(C(=O)Nc2ncc3c(n2)CC(C)CC3=O)c1 (stereo not given)	7	13	-25	110	3	1	113	10	1
Cn1cnnc1SCc1ccccc1Br	-6	-3	1	105	2	6	106	7	-7
C=CCN(c1ccccc1)S(=O)(=O)c1cc(C(=O)NC2=NCCS2)ccc1Cl	5	9	-4	95	3	5	98	-8	-12
COc1cc2c(cc1OC)CN(C(=O)CCOc1ccccc1C)CC2	10	-15	-22	96	-4	-7	99	-7	15
C=CCn1c(SCC(=O)c2ccc(OC)cc2)nnc1-c1ccc2c(c1)OCO2	-4	9	2	99	3	0	98	-4	34
COc1cc(/C=N/Nc2nc(Nc3ccccc3)nc(-n3nc(C)cc3C)n2)cc(OC)c1OC	-8	4	3	101	0	-1	112	0	-19
CC(=O)Nc1ccc(S(=O)(=O)N2CCN(C34CC5CC(CC(C5)C3)C4)CC2)cc1	-3	3	-2	106	0	3	101	1	7
COc1ccc(CCNS(=O)(=O)c2ccc(Cl)s2)cc1OC	-4	-7	-6	·	2	-1	·	·	-5
CC(=O)N/N=C\c1cccc(OC/C=C/c2ccccc2)c1	-2	-1	-21	101	5	·	105	1	2
O=C1/C(=C/Nc2cccc([N+](=O)[O-])c2)CCc2ccccc21	41	10	2	92	-12	12	96	-2	22

From PubChem

Only part of the results is shown; count on the stated rates, not on these rows.
